Screening results deposited in PubChem BioAssay by National Center for Advancing Translational Sciences (NCATS).
BAZ2B block = BAZ2B (human) inhibition; AID 504333; actives 4.4% (n = 360,000); Q9UIF8; Potency, µM (doses to about 114 µM), for the others: at the top dose activity change, negative = inhibition, usual class: inhibitors; AlphaScreen BAZ2B-H3K14Ac peptide displacement; note: % is set by controls: 0 for no effect and ±100 for the full control effect; nearly all actives have a fitted effect of over 60% in size
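In this displacement format the biotinylated H3(5-23) peptide acetylated at Lys14 serves as ligand at 50 nM, with BAZ2B at 50 nM in PBS pH 7.4 containing 0.01% Tween-20. Donor and acceptor beads are 10 ug/mL final.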
APE1 inh = blocks human APE1 abasic DNA cleavage. P27695. actives 0.35% (n = 350,000). Potency, µM (highest dose often 65.8 µM), without a hit: at the highest dose activity change, negative = inhibition, actives largely listed as inhibitors. recombinant APE1, TAMRA/BHQ-2 abasic DNA cleavage fluorescence;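 note: plate controls were vehicle for no effect and reference inhibitor for full effect; nearly all actives have a fitted effect of over 55% in size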
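Incision of a quenched TAMRA/BHQ-2 THF abasic-site duplex (50 nM) by 0.75 nM APE1, after 15 min compound preincubation, measured as fluorescence increase over three 60 s reads. Values normalized to buffer, DMSO and NSC13755 control wells.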
Pol kappa inh = blocks human DNA polymerase kappa activity; AID 588579; purified Pol kappa, fluorescent DNA synthesis assay, 10 min; Potency, µM (doses to about 107 µM), for the others: at the top dose activity, negative = inhibition, actives largely listed as inhibitors; Q9UBT6; actives 0.53% (n = 400,000); note: % is set by controls: 0 for no effect and ±100 for the full control effect
Target sequence (Q9UBT6 whole entry, looked up): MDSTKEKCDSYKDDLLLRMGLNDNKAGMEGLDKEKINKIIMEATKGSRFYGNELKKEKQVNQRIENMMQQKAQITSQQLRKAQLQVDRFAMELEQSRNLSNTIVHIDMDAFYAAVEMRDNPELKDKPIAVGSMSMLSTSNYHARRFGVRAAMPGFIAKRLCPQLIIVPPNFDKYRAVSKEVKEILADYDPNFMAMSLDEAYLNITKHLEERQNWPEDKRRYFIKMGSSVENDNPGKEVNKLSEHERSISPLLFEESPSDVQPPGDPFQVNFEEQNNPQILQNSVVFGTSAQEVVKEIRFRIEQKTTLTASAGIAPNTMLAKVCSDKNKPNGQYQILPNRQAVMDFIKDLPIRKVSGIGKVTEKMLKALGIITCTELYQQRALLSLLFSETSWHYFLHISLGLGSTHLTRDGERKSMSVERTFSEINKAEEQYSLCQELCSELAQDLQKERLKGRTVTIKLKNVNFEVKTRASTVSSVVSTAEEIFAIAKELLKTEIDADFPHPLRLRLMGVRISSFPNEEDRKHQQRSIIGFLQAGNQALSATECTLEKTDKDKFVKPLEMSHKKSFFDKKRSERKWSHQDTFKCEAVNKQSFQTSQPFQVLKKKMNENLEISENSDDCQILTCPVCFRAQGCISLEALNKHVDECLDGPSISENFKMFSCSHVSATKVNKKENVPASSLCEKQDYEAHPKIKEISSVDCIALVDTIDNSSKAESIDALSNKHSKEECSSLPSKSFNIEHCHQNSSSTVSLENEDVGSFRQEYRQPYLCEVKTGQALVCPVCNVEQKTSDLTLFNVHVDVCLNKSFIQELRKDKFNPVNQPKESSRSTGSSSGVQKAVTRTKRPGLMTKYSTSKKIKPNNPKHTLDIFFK
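10 nM Pol kappa preincubated 15 min at room temperature with compounds, then reaction started with substrate at 50 nM final. Fluorescence read kinetically at 0 and 10 min; buffer-only wells served as negative control.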
POLI inh = blocks human DNA polymerase iota activity; Pol iota fluorescent replication assay, 10 min; Potency, µM (titrated, usually from 115 µM), inactives show at the highest dose activity, negative = inhibition, actives largely listed as inhibitors; actives 1% (n = 390,000)
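Fluorescent replication assay read twice, at 0 min and 10 min after adding 50 nM (final) substrate. Enzyme (10 nM) and compounds were first incubated 15 min at room temperature; enzyme-free buffer wells were negative controls.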
BLM inh = Bloom syndrome helicase (human) inhibition; P54132; recombinant BLM DNA unwinding, fluorescence dequenching; Potency, µM (doses to about 56.1 µM), without a hit: top-dose activity change, negative = inhibition, actives largely listed as inhibitors; actives 0.2% (n = 350,000); AID 2528;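 note: plate controls were vehicle for no effect and no enzyme for full effect; nearly all actives have a fitted effect of over 35% in size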
JMJD2A Tudor inh = blocks the human JMJD2A Tudor domain. O75164. AlphaScreen JMJD2A-Tudor / H3K4me3 peptide binding. Potency, µM (doses to about 114 µM), for the others: at the highest dose activity change, negative = inhibition, hits mostly inhibitors. actives 4.4% (n = 390,000). AID 504339; note: % is set by controls: 0 for no effect and ±100 for the full control effect; nearly all actives have a fitted effect of over 50% in size
G9a inh = blocks human histone lysine methyltransferase G9a | Q96KQ7 | G9a H3K9 monomethylation, AlphaScreen, 2 h | Potency, µM (series often up to 102 µM), inactives show at the highest dose activity, negative = inhibition, usual class: inhibitors | actives 8.8% (n = 350,000); note: % is set by controls: 0 for no effect and ±100 for the full control effect; nearly all actives have a fitted effect of over 75% in size
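Using a bead-based AlphaScreen, monomethylated H3K9 product from 2 h room-temperature reactions (G9a 20 nM, peptide 500 nM, SAM 20 uM) was detected with 0.5 ug/mL rabbit anti-H3K9me1 antibody.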
POLB inh = blocks human DNA polymerase beta activity | Pol beta primer extension/strand displacement, fluorescence kinetic | actives 1.3% (n = 340,000) | Potency, µM (titrated, usually from 114 µM), for inactives: at the top dose activity change, negative = inhibition, usual class: inhibitors; note: % is set by controls: 0 for no effect and ±100 for the full control effect
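Enzyme-only controls used 10 nM Pol beta; buffer lacking enzyme served as negative control. Compound preincubated 15 min, then 50 nM substrate added; 0 and 10 min reads at room temperature.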
Pol eta inh = inhibitors of human DNA polymerase eta | Q9Y253 | recombinant Pol eta, fluorescent DNA replication assay | Potency, µM (highest dose often 114 µM), for the others: at the top dose activity change, negative = inhibition, actives largely listed as inhibitors | actives 1.2% (n = 390,000); note: % is set by controls: 0 for no effect and ±100 for the full control effect
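Pol eta (10 nM) was preincubated with compounds for 15 min at room temperature, after which fluorescent replication substrate (50 nM final) was added to start the reaction. Fluorescence was read kinetically at 0 and 10 min.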
Numbers without * were called inactive; ? = inconclusive; · = no result given; [ ] = dose if it differs, or a comment. Calls come from the whole dose curve; as a rule, active = well fitted curve in the direction sought with a large enough effect; inconclusive = small, poorly fitted or top-dose-only effect, or another doubt; inactive = no such curve, though single readings can be large; an effect the other way counts as inactive or inconclusive. Potency is the fitted concentration of half-maximal effect. Some of the compounds tested (hit frequency here may not be typical).

SMILES,BAZ2B block,APE1 inh,Pol kappa inh,POLI inh,BLM inh,JMJD2A Tudor inh,G9a inh,POLB inh,Pol eta inh
N#Cc1c[nH]n2c(NC3CCCC3)c(-c3cccc(Cl)c3)nc12,-19.3%,·,-13.3%,?,-2.6%,-7.0%,?,-3.2%,-22.5%
O=C(CCCN1C(=O)c2ccccc2C1=O)Nc1nncs1,-5.1%,-7.9%,-0.6%,4.5%,0.9%,-2.8%,0.5%,23.7%,-5.0%
Cc1onc(-c2ccccc2)c1C(=O)N=C(N)c1ccc(Cl)cc1,7.1%,4.5%,3.3%,55.4%[activator],-2.6%,-6.9%,1.6%,6.1%,-13.6%
O=C(CSc1nncn1-c1cccnc1)N(c1ccccc1)c1ccccc1,0.6%,4.7%,-4.0%,22.3%,1.7%,-4.9%,23.0%,26.3%,11.3%
CCOc1ccc(NCc2cccn2-c2nnc(N3CCC(C(=O)NCCc4ccc(OC)c(OC)c4)CC3)s2)cc1,?,·,-5.0%,-8.0%,-7.6%,?,?,3.9%,·
O=C(NCCCn1ccnc1)/C(=C\c1cccnc1)NC(=O)c1ccccc1Br,?,-1.4%,-11.4%,15.1%,-0.9%,-12.8%,16.3%[59 µM],23.6%,-19.3%
CNc1nc(C)c([N+](=O)[O-])c(Nc2ccc(OC)cc2)n1,?,-4.9%,2.3%,93.1%[activator],-9.4%,?,-4.5%[59 µM],1.7%,-13.1%
COc1ccc(N=c2oc3cc(O)ccc3cc2C(=O)NCC2CCCO2)c(OC)c1 (configuration not stated),-5.2%,-1.1%,-15.6%,11.6%,-7.0%,-10.4%,-21.1%[59 µM],8.4%,-2.1%
COc1ccc(OC)c(-c2nc(C)sc2CC(=O)O)c1,-2.6%,-2.7%,-6.8%,-7.7%,-4.7%,7.4%,15.0%[12.7 µM],?,3.7%
C=CCNC(=S)Nc1ccc(OC)c(S(=O)(=O)N2CCOCC2)c1,-7.3%,2.8%,-3.3%,-3.3%,-8.1%,-5.6%,-16.1%,21.6%,-9.4%

Structures listed so far that contain a Cl atom:
SMILES,BAZ2B block,APE1 inh,Pol kappa inh,POLI inh,BLM inh,JMJD2A Tudor inh,G9a inh,POLB inh,Pol eta inh
N#Cc1c[nH]n2c(NC3CCCC3)c(-c3cccc(Cl)c3)nc12,-19.3%,·,-13.3%,?,-2.6%,-7.0%,?,-3.2%,-22.5%
Cc1onc(-c2ccccc2)c1C(=O)N=C(N)c1ccc(Cl)cc1,7.1%,4.5%,3.3%,55.4%[activator],-2.6%,-6.9%,1.6%,6.1%,-13.6%

Additional records follow:
SMILES,BAZ2B block,APE1 inh,Pol kappa inh,POLI inh,BLM inh,JMJD2A Tudor inh,G9a inh,POLB inh,Pol eta inh
CC(C)CN(C)Cc1c(C(=O)N2CCc3ccccc3C2)nc2ccc(Cl)cn12,?,11.3%,-6.9%,95.4%[activator],-5.4%,-8.1%,?,20.1%,-20.4%
O=C(O)c1cc([N+](=O)[O-])cc2c1nnn2O,·,-7.6%,0.4%,?,-2.8%,-27.0%,?,0.9%,-13.8%
Cc1cnn2c(C3CC3)ccnc12,4.3%,-6.3%,-5.5%,29.4%,-2.8%,0.7%,1.1%,11.2%,-16.6%
Cc1nc(C(F)(F)F)c(C(=O)NC(=O)Nc2ccc(OC(F)(F)F)cc2)s1,-1.6%,8.6%,-11.3%,7.9%,-7.9%,-20.0%,19.2%[59 µM],0.5%,-19.3%
COC(=O)c1ccc(NC(=O)C23CCC(C)(C(=O)O2)C3(C)C)cc1 (configuration not stated),-1.6%,3.7%,-10.3%,14.9%,0.1%,7.1%,31.3%[0.501 µM],?,-5.3%
O=C(OCc1cccs1)c1ccccc1NS(=O)(=O)c1ccc2c(c1)OCCO2,7.9%,-2.5%,-11.5%,2.5%,-3.8%,3.4%,40.7%[59 µM],0.0%,0.6%
CC[C@]12c3[nH]c4cc(-c5ccco5)ccc4c3CCN1C(=O)[C@@H](CC(=O)NCCCn1ccnc1)C[C@@H]2C(=O)N1CCN(C(=O)c2ccco2)CC1,·,2.0%,-7.7%,-24.0%,·,?,·,·,-15.1%
Cc1ccc(S(=O)(=O)N2CCC(C(=O)Nc3ccc(S(=O)(=O)N4CCCC4)cc3)CC2)cc1,7.8%,-10.9%,-15.2%,-4.9%,·,-2.8%,9.1%[0.501 µM],·,-3.1%
CCc1c(C)nc2cc(-c3ccc(OC)c(OC)c3)nn2c1N1CCC(C)CC1,-21.9%[57.1 µM],0.3%,9.8%,9.2%,0.9%,-19.8%,16.3%,-13.6%,14.1%
O=C(NCCn1cc(SCc2ccccc2)c2ccccc21)c1ccccc1F,-3.2%,-2.2%,-10.7%,4.3%,-18.0%,-12.9%,-19.0%,4.2%,-19.7%

More compounds:
SMILES,BAZ2B block,APE1 inh,Pol kappa inh,POLI inh,BLM inh,JMJD2A Tudor inh,G9a inh,POLB inh,Pol eta inh
COc1cccc2c1cc1c(=O)n(CC(=O)NC3CC3)nc(C)n12,2.0%,·,4.5%,5.7%,-2.1%,-5.8%,1.3%[59 µM],31.0%,2.4%
CCc1nc(SCC(=O)N2CCCC2)c2ccccc2n1,1.1%,0.0%,-3.9%[60.1 µM],28.9%,0.2%,-3.4%,9.7%[12.7 µM],-16.6%,-4.5%
Cc1noc(NS(=O)(=O)c2ccc(NC(=O)C(CC(C)C)N3C(=O)c4ccccc4C3=O)cc2)c1C (configuration not stated),-23.7%,0.5%,1.9%,32.0%[activator],0.8%,-13.0%,-35.5%,8.0%,-11.6%
CCNS(=O)(=O)c1ccc(NS(=O)(=O)c2cc(C)ccc2C)cc1,-3.7%,-5.7%,-12.3%,5.6%,0.7%,-26.1%,5.2%[12.7 µM],16.1%,-0.6%
Cc1ccc(-n2nc3c(=O)n(CC(=O)NCCC(C)C)nc(C)c3c2C)cc1,-2.4%,·,8.2%,13.9%,-1.9%,14.5%,2.8%[59 µM],43.0%,3.8%
O=C(O)Cc1ccc2c(c1)N(S(=O)(=O)c1cccc(C(F)(F)F)c1)CC(C(=O)O)O2 (configuration not stated),-6.7%,-6.0%,-1.2%,4.9%,1.8%,-18.1%[57.1 µM],·,?,-13.1%
C=CCn1c(Oc2ccccc2F)nc2c1c(=O)n(C)c(=O)n2C,-37.7%,15.7%,4.3%,8.2%,0.4%,-12.1%,1.3%,20.1%,4.8%
COc1ccc(-c2cc(C(=O)Nc3c(C)n(C)n(-c4ccccc4)c3=O)c3ccccc3n2)cc1,-2.3%,15.9%[12.4 µM],-2.5%,2.9%,-0.9%,-7.0%,8.3%[59 µM],0.4%,-17.4%
CCC1Oc2ccc(C)cc2N(CC(=O)N(Cc2ccncc2)Cc2ccco2)C1=O (configuration not stated),-7.3%,9.4%,-4.2%,9.6%,0.7%,-11.8%[57.1 µM],?,4.4%,-3.6%
NNC(=O)C(Cc1ccc(O)cc1)N1Cc2ccccc2C1=O (configuration not stated),-21.0%,9.6%,15.2%,-20.5%,-0.7%,0.7%,4.0%,109.7%,-7.5%

(more compounds)
SMILES,BAZ2B block,APE1 inh,Pol kappa inh,POLI inh,BLM inh,JMJD2A Tudor inh,G9a inh,POLB inh,Pol eta inh
COc1ccc(NC(=S)N/N=C/c2cccn2Cc2ccc(F)cc2Cl)cc1,17.8µM*,-11.8%,-15.0%,35.6%[activator],-10.7%,28.2µM*,22.4µM*,-24.7%,-18.8%
CC(=O)c1cccc(NC(=O)C(C)OC(=O)c2cccc(S(=O)(=O)N3CCN(C)CC3)c2)c1 (configuration not stated),5.0%,21.6%,-8.3%,13.4%,·,-2.0%,2.4%[12.7 µM],·,0.4%
CSc1ccccc1NC(=O)CN(c1ccccc1Br)S(C)(=O)=O,10.6%,9.7%,-10.6%,6.2%,2.9%,4.2%,-14.7%[59 µM],101.9%,-11.6%
Cc1nn(C(C)C(=O)N2CCc3ccccc32)c(C)c1[N+](=O)[O-] (configuration not stated),2.6%,-2.2%,-0.2%,-1.9%,-1.3%,-17.2%,42.9%,0.7%,5.9%
COc1ccc(CCNC(C(=O)Nc2cc(C)cc(C)c2)c2ccccc2)cc1 (configuration not stated),-10.8%,29.3%,-18.8%,1.9%,-10.5%,4.1%,-8.0%,-6.6%,?
NS(=O)(=O)c1ccc(NC(=S)NC(=O)/C=C/c2cccs2)cc1,-3.2%,0.3%,-10.4%,122.5%[activator],-7.6%,4.1%,3.5%,5.2%,-21.5%
COc1ccccc1NC(=O)C(C)Sc1nnc2ccccn12 (configuration not stated),-2.0%,-13.1%,-11.1%,?,·,-4.1%,6.8%[12.7 µM],·,-5.1%
CCCOc1ccccc1N/C(=N/c1nc(C)cc(C)n1)NC(=O)Nc1ccc(Cl)cc1,-14.1%,-1.0%,3.9%,-3.4%,4.2%,-0.7%,-1.8%[59 µM],16.3%,-13.3%
CCOC(=O)c1snc(-c2ccc(F)cc2)c1N,4.6%,1.1%,-6.7%,23.8%,-2.3%,-12.0%,43.5%,33.7%,-10.9%
O=C1CCCN1CCc1cccc2ccccc12,·,·,-21.0%,-0.9%,·,-23.4%,·,·,-7.7%

Further compounds follow.
SMILES,BAZ2B block,APE1 inh,Pol kappa inh,POLI inh,BLM inh,JMJD2A Tudor inh,G9a inh,POLB inh,Pol eta inh
FC(F)(F)c1nc2ccccc2n1CCNc1nc(CN2CCCCC2)cs1,-35.2%,7.6%,-7.3%,?,-7.3%,-23.4%,44.7µM*,?,-14.4%
CN1CCN(S(=O)(=O)c2cccc(C(=O)NCc3ccccc3Cl)c2)CC1,·,?,-15.2%,124.1%[activator],-0.8%,-11.3%,-46.0%,-0.1%,3.7%
O=S(=O)(c1cccc(-c2csc(-c3cccnc3)n2)c1)N1CCOCC1,-22.4%,0.1%,-8.2%,4.1%,1.7%,-17.9%,70.8µM*,-1.5%,-2.4%
CCOc1ccc(NC(=O)CSc2nc3[nH]ncc3c(=O)[nH]2)cc1,13.1%,-13.0%,-8.9%,14.7%,·,-9.0%,29.5%[59 µM],·,-3.8%
COc1cc(S(=O)(=O)N2CCN(Cc3cccs3)CC2)ccc1NC(C)=O,-7.7%,-9.2%,7.2%,26.9%,·,4.5%,-14.0%[59 µM],·,-15.8%
Cc1cc(OCC(=O)NC(Cc2c[nH]c3ccc(O)cc23)C(=O)O)c2c(C)c(C)c(=O)oc2c1 (configuration not stated),6.6%[57.1 µM],8.2%,-13.2%,20.0%,-4.6%,-21.1%,·,27.1%,?
